M. tuberculosis – growth inhibition of non-replicating M. tuberculosis (AID 488890). Mycobacterium tuberculosis non-replicating, growth inhibition; higher % means a stronger effect. inhibition, % at 25 µM, or IC50 in µM where a hit was titrated. hit rate 0.39% among 320,000; in the data active = a potency from the dose series; inconclusive = inhibition mostly from about 82% at the one dose, without a potency; inactive = the rest, 99 in 100 with inhibition below about 76%;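 also: plate controls were DMSO cells for no effect and high antibiotic wells for full effect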
H37Rv inhibition – M. tuberculosis growth inhibition, HTS (AID 449762). M. tuberculosis H37Rv growth inhibition, 7H9 media; higher % means a stronger effect. inhibition, % at 25 µM, or IC50 in µM where a hit was titrated. hit rate 0.59% among 330,000; in the data active = a potency from the dose series; inconclusive = inhibition above about 70% without an active follow-up result;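 also: bacterial growth assessed after seven days of incubation; strong numbers were not always called active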
H1N1 NS1A inhibition – H1N1 influenza NS1A inhibitors, functional cell based assay (AID 504329); inhibition, % at 12.5 µM; hits with a dose series show IC50 in µM; NS1A functional cell-based assay, percent inhibition; higher % means a stronger effect; hit rate 0.3% among 340,000; in the data active = a potency from the dose series; inconclusive = inhibition above about 27% without an active follow-up result; also: strong numbers were not always called active
PhoP GFP inhibition – Inhibition of PhoP regulon, Salmonella typhi GFP reporter cells, confirmation, 4 h (AID 1850) | Salmonella Typhi PhoP-promoter GFP reporter, fluorescence, 4 h; higher % means a stronger effect | hit rate 0.33% among 310,000 | one-dose inhibition, % at 50 µM; IC50 in µM for titrated hits; in the data active = a potency from the dose series; inconclusive = inhibition mostly from about 25% at the one dose, without a potency; inactive = the rest, 99 in 100 with inhibition below about 19%;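 also: 0% = induced wells with vehicle and 100% = uninduced wells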
inhibitors of VEEV – inhibitors of VEEV TC-83 cytopathic effect, confirmation, Vero cells (AID 588727). Vero cells, VEEV TC-83 cytopathic effect inhibition; higher % means a stronger effect. inhibition, % at 20 µM, or IC50 in µM where a hit was titrated. hit rate 0.13% among 350,000; in the data active = a potency from the dose series; inconclusive = inhibition mostly from about 14% at the one dose, without a potency; inactive = the rest, 99 in 100 with inhibition below about 12%; also: strong numbers were not always called active
inhibitors of VEEV 10K pilot screen – further read-out of inhibitors of VEEV, marked with its call; inhibition, %; measured here: 10K pilot screen inhibition
* = called active by the depositor.

Results for Fc1ccccc1NC(=S)NN(Cc1ccccc1)c1ccccc1 ?
M. tuberculosis: 6.5%; H37Rv inhibition: 7.7%; H1N1 NS1A inhibition: -9.9%; PhoP GFP inhibition: -0.6%; inhibitors of VEEV: inactive

How did O=C(C1=C[C@H](c2ccc3c(c2)OCO3)C[C@H](OCCCCO)O1)N1CCN(Cc2ccc3c(c2)OCO3)CC1 do in these assays?
M. tuberculosis: 11.9%; H37Rv inhibition: 0.8%; H1N1 NS1A inhibition: 0.8%; PhoP GFP inhibition: -6.4%; inhibitors of VEEV: inactive

Results for O=C(Cn1nnc(-c2ccccc2Cl)n1)N/N=C/c1ccc2c(c1)OCO2 ?
M. tuberculosis: -18.9%; H37Rv inhibition: 1.5%; H1N1 NS1A inhibition: -8.0%; PhoP GFP inhibition: 2.4%; inhibitors of VEEV: 1.7%

What do the screens show for `Cc1oc2ccccc2c1-c1cn2c(n1)SCC2`?
M. tuberculosis: -3.2%; H37Rv inhibition: -11.2%; H1N1 NS1A inhibition: 9.2%; PhoP GFP inhibition: -2.8%; inhibitors of VEEV: 0.7%

What do the screens show for `Cc1cc(C(=O)Nc2ccc3c(c2)CCC3)ccc1[N+](=O)[O-]`?
M. tuberculosis: 31.1%; H37Rv inhibition: -2.8%; PhoP GFP inhibition: 3.1%; inhibitors of VEEV: 2.3%

How did Cn1c(SCC(=O)NC2CCS(=O)(=O)C2)nnc1-c1ccco1 (centres undefined) do in these assays?
M. tuberculosis: 2.5%; H37Rv inhibition: 2.8%; H1N1 NS1A inhibition: -7.1%; inhibitors of VEEV: inactive

What do the screens show for `Cc1ccc(C(=O)NCC(=O)N2CCCCCCC2)cc1`?
M. tuberculosis: 28.4%; H37Rv inhibition: -1.8%; H1N1 NS1A inhibition: -4.0%; inhibitors of VEEV: 5.0%

Results for COc1ccccc1C(OC(=O)c1cccs1)C(=O)NCc1ccco1 (centres undefined) ?
M. tuberculosis: -0.9%; H37Rv inhibition: -12.4%; H1N1 NS1A inhibition: 4.7%; PhoP GFP inhibition: -1.1%; inhibitors of VEEV: 7.6%

Results for CCN(CC(=O)Nc1ccccc1OC)C(=O)CCc1ccccc1 ?
M. tuberculosis: -12.1%; H37Rv inhibition: 4.1%; H1N1 NS1A inhibition: -8.6%; PhoP GFP inhibition: -0.4%; inhibitors of VEEV: 0.9%

How did CC1CCCN(C(=O)c2cc3c(=O)n4ccccc4nc3s2)C1 (centres undefined) do in these assays?
M. tuberculosis: -6.9%; H37Rv inhibition: 9.2%; H1N1 NS1A inhibition: -5.7%; PhoP GFP inhibition: 9.1%; inhibitors of VEEV: 0.9%

How did CC(C)Cn1c(SCC(=O)N2CCN(S(=O)(=O)c3ccccc3)CC2)nc2ccccc21 do in these assays?
M. tuberculosis: 14.0%; H37Rv inhibition: 4.3%; H1N1 NS1A inhibition: 4.3%; PhoP GFP inhibition: -8.9%; inhibitors of VEEV: 8.8%

How did COc1ccc(Cl)cc1C(=O)Nc1nc2ccc(S(C)(=O)=O)cc2s1 do in these assays?
M. tuberculosis: -2.7%; H37Rv inhibition: -1.6%; PhoP GFP inhibition: -11.8%

How did COn1c(=O)c(-c2ccc(C)cc2)[n+]([O-])c2ccccc21 do in these assays?
M. tuberculosis: 3.6%; H37Rv inhibition: -1.0%; H1N1 NS1A inhibition: -0.8%; PhoP GFP inhibition: -2.3%; inhibitors of VEEV: 0.3%

Results for CCCCC(=O)OCCNC(=O)c1cc2ccccc2oc1=O ?
M. tuberculosis: 1.1%; H37Rv inhibition: 0.2%; H1N1 NS1A inhibition: -19.1%; PhoP GFP inhibition: -1.1%; inhibitors of VEEV: 7.8%

Results for COc1ccccc1NC(=O)C1=C(C)NC(SCC(=O)Nc2ccc(C(=O)O)cc2)=C(C#N)C1c1cccs1 (centres undefined) ?
M. tuberculosis: 37.6%; H37Rv inhibition: 1.6%; H1N1 NS1A inhibition: -7.6%; PhoP GFP inhibition: 1.6%; inhibitors of VEEV: 6.3%

Results for CCC(C)(C)NC(=O)c1ccccc1Oc1ccccc1 ?
M. tuberculosis: 21.0%; H37Rv inhibition: 9.8%; H1N1 NS1A inhibition: 3.3%; PhoP GFP inhibition: 10.9%; inhibitors of VEEV: 1.2%

How did O=c1c2ccccc2nnn1Cc1ccc(Br)cc1 do in these assays?
M. tuberculosis: 79.2%; H37Rv inhibition: -2.1%; H1N1 NS1A inhibition: -8.0%; PhoP GFP inhibition: -0.1%; inhibitors of VEEV: 3.0%

Results for COc1ccc(C(O)(c2ccccc2)c2ccncc2)cc1 (centres undefined) ?
H1N1 NS1A inhibition: 6.3%; inhibitors of VEEV: 0.6%

Results for O=C(NN1CCN(Cc2ccccc2Cl)CC1)c1ccc(Br)cc1 ?
M. tuberculosis: -4.9%; H37Rv inhibition: 5.8%; H1N1 NS1A inhibition: -5.3%; PhoP GFP inhibition: 0.3%; inhibitors of VEEV: 1.8%

How did Cc1cc(NC(=O)CSc2nnc(-c3cccnc3)n2Cc2ccccc2)no1 do in these assays?
M. tuberculosis: 6.1%; H37Rv inhibition: -0.5%; H1N1 NS1A inhibition: -4.8%; PhoP GFP inhibition: 4.9%; inhibitors of VEEV: 0.8%

Results for CCN(CC)C(=O)CSc1ncnc2sccc12 ?
M. tuberculosis: -18.8%; H37Rv inhibition: 4.3%; H1N1 NS1A inhibition: 8.4%; PhoP GFP inhibition: -9.4%; inhibitors of VEEV: 0.1%

Results for COc1cccc(C(=O)N2CCC(n3nccc3NC(=O)C(OC)c3ccccc3)CC2)c1 (centres undefined) ?
M. tuberculosis: -10.0%; H37Rv inhibition: -3.2%; H1N1 NS1A inhibition: -6.7%; PhoP GFP inhibition: 5.3%; inhibitors of VEEV: 1.6%

Results for CC(=O)Nc1ccc(S(=O)(=O)NCC2CC3CCC2C3)cc1 (centres undefined) ?
H1N1 NS1A inhibition: -3.7%; inhibitors of VEEV: inactive

How did COc1cc(CCC(=O)Nc2sccc2C#N)cc(OC)c1OC do in these assays?
M. tuberculosis: -2.2%; H37Rv inhibition: -6.2%; H1N1 NS1A inhibition: -2.1%; PhoP GFP inhibition: 3.0%; inhibitors of VEEV: 1.8%

Results for CCOc1ccc2nc(NC(=O)C(CC)Sc3nc(C)cc(=O)[nH]3)sc2c1 (centres undefined) ?
M. tuberculosis: 67.0%; H37Rv inhibition: inconclusive; H1N1 NS1A inhibition: -2.6%; PhoP GFP inhibition: 2.6%; inhibitors of VEEV: 7.1%

Results for O=[N+]([O-])c1ccc(O)c(C=Nc2ccc3oc(Cc4ccc(Cl)cc4)nc3c2)c1 ?
M. tuberculosis: 66.9%; H37Rv inhibition: inconclusive; PhoP GFP inhibition: 10.6%

What do the screens show for `CC1=C(C(=O)N2CCCC(N3CCN(c4cccc(Cl)c4)CC3)C2)OCCO1` (centres undefined)?
M. tuberculosis: -7.4%; H37Rv inhibition: -1.4%; H1N1 NS1A inhibition: -3.0%; PhoP GFP inhibition: -3.1%; inhibitors of VEEV: 0.8%

How did Fc1ccccc1CNc1cc(Cl)cc(Cl)c1 do in these assays?
M. tuberculosis: -2.0%; H37Rv inhibition: 8.5%; H1N1 NS1A inhibition: 2.2%; PhoP GFP inhibition: -9.4%; inhibitors of VEEV: 1.3%

Results for CC(=O)/C(=N/Nc1ccccc1C)N1CCOCC1 ?
H37Rv inhibition: -7.2%; H1N1 NS1A inhibition: 9.6%; PhoP GFP inhibition: -0.3%; inhibitors of VEEV: 3.1%

Results for CN(CCOc1ccc(Cl)cc1)C(=O)c1ccc2c(=O)n3c(nc2c1)CCC3 ?
M. tuberculosis: 30.6%; H37Rv inhibition: inconclusive; H1N1 NS1A inhibition: -4.7%; PhoP GFP inhibition: 10.9%; inhibitors of VEEV: 1.3%

How did CC(C)N(C1=CC(=O)OC12CCCCC2)C(C)C do in these assays?
M. tuberculosis: -1.1%; H37Rv inhibition: -1.9%; H1N1 NS1A inhibition: -9.2%; PhoP GFP inhibition: -16.8%; inhibitors of VEEV: 1.0%

What do the screens show for `O=C(/C=C/c1ccccc1)NCCS(=O)(=O)N1CCN(c2ccccc2)CC1`?
M. tuberculosis: 15.4%; H37Rv inhibition: -7.0%; H1N1 NS1A inhibition: 7.4%; PhoP GFP inhibition: 0.7%; inhibitors of VEEV: 0.8%

What do the screens show for `Cc1nonc1CN(C)C(=O)c1ccc(OC2CCN(Cc3ccccn3)CC2)cc1`?
M. tuberculosis: -2.7%; H37Rv inhibition: -4.4%; H1N1 NS1A inhibition: 0.8%; PhoP GFP inhibition: 4.6%; inhibitors of VEEV: 0.4%

What do the screens show for `CCOC(=O)C1CCCN(C(=O)c2cc(S(=O)(=O)N3CCCCC3)ccc2Cl)C1` (centres undefined)?
M. tuberculosis: -10.3%; H37Rv inhibition: -3.0%; H1N1 NS1A inhibition: -12.1%; PhoP GFP inhibition: -5.8%; inhibitors of VEEV: 1.9%

Results for O=S(=O)(c1cccnc1)N1CCn2cccc2C1c1ccccc1F (centres undefined) ?
M. tuberculosis: 16.4%; H37Rv inhibition: -11.8%; H1N1 NS1A inhibition: -3.0%; PhoP GFP inhibition: -0.1%; inhibitors of VEEV: 9.1%

What do the screens show for `CCOc1ccc(CN(C)CC(=O)Nc2cc(C)c(C)cc2[N+](=O)[O-])cc1`?
M. tuberculosis: 8.2%; H37Rv inhibition: 14.4%; H1N1 NS1A inhibition: 14.8%; PhoP GFP inhibition: -3.9%; inhibitors of VEEV: 1.8%

Results for O=C(Nc1ccc(F)c(Cl)c1)c1ccc2c(c1)OCO2 ?
M. tuberculosis: 62.1%; H37Rv inhibition: -2.4%; H1N1 NS1A inhibition: -9.9%; PhoP GFP inhibition: -0.9%; inhibitors of VEEV: 1.3%

How did CS(=O)(=O)N1CCN(c2ccc([N+](=O)[O-])c(NCc3cccnc3)c2)CC1 do in these assays?
M. tuberculosis: -10.4%; H37Rv inhibition: -2.3%; H1N1 NS1A inhibition: -0.2%; PhoP GFP inhibition: 13.1%; inhibitors of VEEV: 0.9%

What do the screens show for `O=C(NCc1ccc(F)cc1)C1CCC(CNS(=O)(=O)c2ccccc2)CC1` (centres undefined)?
M. tuberculosis: -14.5%; H37Rv inhibition: -4.7%; H1N1 NS1A inhibition: -3.8%; PhoP GFP inhibition: -3.0%; inhibitors of VEEV: 0.6%

What do the screens show for `COC(=O)CCC(=O)N1CCCC(N2CCN(c3ccc(OC)cc3)CC2)C1` (centres undefined)?
M. tuberculosis: -2.8%; H37Rv inhibition: 0.7%; H1N1 NS1A inhibition: -7.6%; PhoP GFP inhibition: 3.4%; inhibitors of VEEV: 0.5%

How did CCOC(=O)N1CCC(c2cc(=O)n3[nH]cc(C(=O)OC)c3n2)CC1 do in these assays?
H37Rv inhibition: -4.6%; H1N1 NS1A inhibition: 2.9%; PhoP GFP inhibition: 0.6%; inhibitors of VEEV: 0.8%

Results for COc1ccccc1S(=O)(=O)Cc1ccc(C(=O)NCc2ccc3c(c2)OCO3)o1 ?
M. tuberculosis: 9.7%; H37Rv inhibition: -3.4%; H1N1 NS1A inhibition: 0.8%; PhoP GFP inhibition: -2.0%; inhibitors of VEEV: 1.6%; inhibitors of VEEV 10K pilot screen: 0.7

Results for COc1ccccc1C(=O)NNC1CC(=O)N(c2ccc3c(c2)OCCO3)C1=O (centres undefined) ?
M. tuberculosis: -17.0%; H37Rv inhibition: -8.0%; H1N1 NS1A inhibition: -7.3%; PhoP GFP inhibition: 11.4%; inhibitors of VEEV: 0.6%

What do the screens show for `COc1cc([N+](=O)[O-])cc(/C=N/NC(=O)Cn2nccc2C)c1O`?
M. tuberculosis: 13.0%; H37Rv inhibition: 1.8%; H1N1 NS1A inhibition: 13.5%; PhoP GFP inhibition: 14.4%; inhibitors of VEEV: 0.1%

What do the screens show for `COC(=O)CSc1nc(SC)nc2c1sc1nc(-c3ccco3)c3c(c12)CC(C)(C)OC3`?
H1N1 NS1A inhibition: 9.7%; inhibitors of VEEV: 1.8%

Quoted at random: 2 entries already listed
What do the screens show for `Cc1nonc1CN(C)C(=O)c1ccc(OC2CCN(Cc3ccccn3)CC2)cc1`?
M. tuberculosis: -2.7%; H37Rv inhibition: -4.4%; H1N1 NS1A inhibition: 0.8%; PhoP GFP inhibition: 4.6%; inhibitors of VEEV: 0.4%

What do the screens show for `CCOc1ccc(CN(C)CC(=O)Nc2cc(C)c(C)cc2[N+](=O)[O-])cc1`?
M. tuberculosis: 8.2%; H37Rv inhibition: 14.4%; H1N1 NS1A inhibition: 14.8%; PhoP GFP inhibition: -3.9%; inhibitors of VEEV: 1.8%

Source: PubChem BioAssay (Southern Research Specialized Biocontainment Screening Center)
